pAkt inh: HTS Assay for Inhibitors of Akt Phophorylation: Primary Screen; AID 651550, 2012; Neuro2A IGF-stimulated pAkt S473 HTRF, 20 min; hits give low values; hit rate 0.32% among 360,000; activity change, % for hits at 50 µM; in the data active = activity change below about -80%; inconclusive = mostly about -51% to -80%; note: % is set by controls: 0 for no effect and ±100 for the full control effect
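Neuro2A cells in DMEM with 0.5% FBS, overnight at 37 deg C, given compound at single 50 µM final, then IGF (6 nM final) for 20 min at 37 deg C. Lysed; phospho-Akt Ser473 by HTRF after 24 h, 665/615 ratio.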
Nrf2 activator: qHTS of Nrf2 Activators; hit rate 0.31% among 410,000; AREc32 ARE-luciferase reporter (MCF7-derived line), luminescence, 24 h; Potency, µM (doses to about 46.1 µM), without a hit: top-dose activation, hits mostly activators; AID 624171, 2012; note: potency is the fitted concentration of half-maximal effect; % of control where 0% means no effect; nearly all actives have a fitted effect of over 65% in size
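Each well held 1000 AREc32 cells, which were incubated with compound for 24 hr at 37 deg C after overnight attachment, and ARE reporter activity was quantified by firefly luciferase luminescence.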
TGFb SMAD3 inh: qHTS for Inhibitors of TGF-b | hit rate 1.2% among 410,000 | HepG2 CAGA-GFP TGF-b/SMAD3 reporter, GFP fluorescence, 18 h; TGF-beta stimulated, 500 pg/mL final | Potency, µM (highest dose often 46.1 µM), for inactives: top-dose activity, negative = inhibition, most hits filed as inhibitors; note: potency is the fitted concentration of half-maximal effect; % is set by controls: 0 for no effect and ±100 for the full control effect; nearly all actives have a fitted effect of over 65% in size
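HEPG2 CAGA-GFP, 1000 cells/well; 2 h settle, 37 C; cpd via pin tool; TGF-b 500 pg/mL final; 18 h, 37 C; GFP imaging ex488/em500-530; %Activity normalised to -TGF-b and +DMSO controls; CRC fit, curve class.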
Nrf2 block: Nrf2 qHTS screen for inhibitors. A549 ARE-Fluc reporter, luciferase luminescence, 18-24 h. Potency, µM (series often up to 46 µM), without a hit: at the highest dose activity change, negative = inhibition, most hits filed as inhibitors. hit rate 2.1% among 360,000; note: potency is the fitted concentration of half-maximal effect; % is set by controls: 0 for no effect and ±100 for the full control effect; nearly all actives have a fitted effect of over 60% in size
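Reporter: ARE-Fluc in A549. Exposure: 18-24 h, 37 °C, 5% CO2, 5% FBS OPTI-MEM. Readouts: fluorescent cytotoxicity (CellTiter-Fluor), then luminescent Nrf2 signal after BugLite.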
A549 viability: Nrf2 qHTS screen for inhibitors: counterscreen for cytotoxicity; Potency, µM (titrated, usually from 46 µM), for the others: at the top dose activity change, negative = cytotoxicity, actives largely listed as inhibitors; hit rate 0.16% among 390,000; A549 ARE-Fluc cells, CellTiter-Fluor viability, 18-24 h; note: potency is the fitted concentration of half-maximal effect; % is set by controls: 0 for no effect and ±100 for the full control effect
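Cytotoxicity counterscreen: CellTiter-Fluor fluorescence was measured in A549 ARE_Fluc cells after 18-24 h of compound exposure in a concentration series. The subsequent BugLite luminescent read reports ARE-luciferase activity.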
Abeta rescue: qHTS for compounds that reverse cellular toxicity of Amyloid beta (A-beta) peptide in yeast: Primary Screen. hit rate 0.063% among 410,000. AID 1347071, 2019. Potency, µM (series often up to 46.1 µM), without a hit: at the highest dose growth rescue, most hits filed as activators. yeast expressing A-beta42, growth rescue, OD600, 48 h; response scale: 0% DMSO, 100% iron-clioquinol control; note: potency is the fitted concentration of half-maximal effect; nearly all actives have a fitted effect of over 55% in size
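Yeast growth medium received pinned compounds, then yeast cells expressing toxic A-beta were added; plates incubated at 30 C for 48 hr. Growth read as absorbance at 600 nm, normalized to DMSO and equimolar FeCl3 plus clioquinol controls.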
HepG2 viability: qHTS for Inhibitors of TGF-b: Cytotox Counterscreen | HepG2 CAGA-GFP viability, ATP luminescence, 18 h | Potency, µM (top dose mostly 46.1 µM), for inactives: top-dose activity change, negative = cytotoxicity, usual class: cytotoxic | hit rate 0.76% among 410,000 | AID 588856, 2011; note: potency is the fitted concentration of half-maximal effect; some results filed as inactive show a strong effect at the top dose
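HepG2 CAGA-GFP cells (1000/well, DMEM with 1% FBS) received compound, then TGF-beta at 500 pg/mL final, and were incubated 18 hours at 37 degrees C. Viability was read by CellTiter-Glo luminescence. Media-only wells were set as complete cell-killing and DMSO as no toxicity.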
CCT chaperon mod: High-Throughput Screening for Modulators of Cytosolic Chaperonin Activity; purified chaperonin ATPase assay, HTRF ADP detection, 30 min; activity change, % (test concentration not listed), hits read low; hit rate 0.3% among 360,000; AID 651819, 2012; in the data active = activity change below about -30%; note: % is set by controls: 0 for no effect and ±100 for the full control effect
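Enzyme 40 or 20 nM (batch-dependent) in Tris pH 7.4/KCl/MgCl2/DTT; cpd 76 uM single point; ATP 10 uM; 30 min 37 °C; Transcreener ADP HTRF detection, 30 min RT; ratio 665/615.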
Mm-Cpn inhibitor: Inhibitors of TCP-1 ring complex (TRiC) of Methanococcus maripaludis (MmCpn): qHTS; Chaperonin Mm-Cpn (Methanococcus maripaludis); purified Mm-Cpn ATPase, ADP Transcreener TR-FRET; Potency, µM (highest dose often 76.9 µM), inactives show top-dose activity, negative = inhibition, most hits filed as inhibitors; hit rate 0.031% among 330,000; AID 504842, 2011; note: potency is the fitted concentration of half-maximal effect; % is set by controls: 0 for no effect and ±100 for the full control effect; nearly all actives have a fitted effect of over 80% in size
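Measured: ADP formation by purified Mm-CPN. Conditions: 25 nM protein, 10 uM ATP, Tris pH 7.4 with Mg2+, K+ and DTT, 37°C for 30 min. Detection: Transcreener HTRF after 30 min at room temperature.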
Active calls of the source: *; & = joins results of further samples. Unless noted, calls come from the whole dose curve; as a rule, active = well fitted curve in the direction sought with a large enough effect; inconclusive = small, poorly fitted or top-dose-only effect, or another doubt; inactive = no such curve, though single readings can be large; an effect the other way counts as inactive or inconclusive.

NC(=O)c1ccsc1NC(=O)COC(=O)/C=C/c1ccccc1[N+](=O)[O-] was read as pAkt inh inactive, Nrf2 activator inconclusive, TGFb SMAD3 inh inconclusive, Nrf2 block 1%, A549 viability 10%, Abeta rescue 0%, HepG2 viability 0%, CCT chaperon mod -0.3 and Mm-Cpn inhibitor 2%.
For CN(C)C(=O)CN(C)S(=O)(=O)c1ccc(Cl)cc1 the results were Nrf2 activator -0.6%, TGFb SMAD3 inh -5%, A549 viability 1%, Abeta rescue 5%, HepG2 viability 6%, CCT chaperon mod 3.0 and Mm-Cpn inhibitor 1%.
C/C(=N\NC(=O)Cc1ccc(Cl)cc1)c1cccnc1 was read as pAkt inh inactive, Nrf2 activator -0.7%, TGFb SMAD3 inh -20%, Nrf2 block -16%, A549 viability 0%, Abeta rescue 8%, HepG2 viability -2%, CCT chaperon mod -3.0 and Mm-Cpn inhibitor 1%.
`CCN(C(=O)C1CCCN(c2ncnc3onc(-c4ccc(F)cc4)c23)C1)c1ccccc1` (stereo unspecified) gave Nrf2 activator 0.6%, TGFb SMAD3 inh 3%, Nrf2 block 27%, A549 viability 3%, Abeta rescue 1% and HepG2 viability 7%.
For COc1ccc(CNC(=O)C(C)N2C(=O)NC(c3ccccc3)(c3ccccc3)C2=O)cc1 (stereo unspecified) the results were pAkt inh inactive, Nrf2 activator -0.9%, TGFb SMAD3 inh -8%, Nrf2 block 1%, A549 viability 1%, Abeta rescue 8%, HepG2 viability 0%, CCT chaperon mod -0.8 and Mm-Cpn inhibitor 4%.
`CCn1c(C)c(C(C)=O)c(N2CCCCC2)nc1=S` gave pAkt inh inactive, Nrf2 activator 0.5%, TGFb SMAD3 inh -8%, A549 viability -2%, Abeta rescue 8%, HepG2 viability -63%, CCT chaperon mod 1.5 and Mm-Cpn inhibitor 0%.
Screening CC(=O)Oc1ccc(C(=O)Nc2cccc(C(=O)c3ccc(C)c(C)c3)c2)cc1 returned pAkt inh inactive, Nrf2 activator 0.1%, TGFb SMAD3 inh inconclusive, Nrf2 block inconclusive, A549 viability -11%, Abeta rescue 28%, HepG2 viability -27%, CCT chaperon mod 0.7 and Mm-Cpn inhibitor 0%.
CCOc1ccc(C(C(=O)NC2CCCCC2)N(C(=O)Cc2cccs2)c2ccc(-n3cnnn3)c(OC)c2)cc1 (stereo unspecified) was read as pAkt inh inactive, Nrf2 activator -0.2%, TGFb SMAD3 inh 15%, Nrf2 block inconclusive, A549 viability 0%, Abeta rescue -7%, HepG2 viability 6%, CCT chaperon mod 2.9 and Mm-Cpn inhibitor 1%.
For C=CCn1c(=S)sc2c(=O)[nH]cnc21 the results were pAkt inh inactive, Nrf2 activator -0.4%, TGFb SMAD3 inh 4%, Nrf2 block -17%, A549 viability 8%, Abeta rescue -13%, HepG2 viability 95%, CCT chaperon mod -6.3 and Mm-Cpn inhibitor 1%.
For COc1ccc(CCNC(=O)c2cccc(S(=O)(=O)N3CCCCCC3)c2)cc1 the results were pAkt inh inactive, Nrf2 activator -0.1%, TGFb SMAD3 inh inconclusive, Nrf2 block -1%, A549 viability -6%, Abeta rescue 2%, HepG2 viability -15%, CCT chaperon mod -0.4 and Mm-Cpn inhibitor -1%.
Screening O=C(NCc1cccnc1)c1csc([C@H]2C[C@H](O)[C@@H](CO)O2)n1 returned pAkt inh inactive, Nrf2 activator 0.5%, TGFb SMAD3 inh -2%, Abeta rescue -23%, HepG2 viability -1% and CCT chaperon mod -0.5.
O=C(CCCC(=O)OCC(=O)c1cccs1)Nc1ccc(Oc2ccccc2)cc1 was read as pAkt inh inactive, Nrf2 activator -0.2%, TGFb SMAD3 inh 13%, Nrf2 block 12%, A549 viability -3%, Abeta rescue -1%, HepG2 viability -23%, CCT chaperon mod 0.3 and Mm-Cpn inhibitor inconclusive.
Screening COC(=O)[C@H](CCSC)NC(=O)Nc1cccc(C)c1C returned pAkt inh inactive, Nrf2 activator -0.3%, TGFb SMAD3 inh 14%, Nrf2 block -2%, A549 viability 2%, Abeta rescue -17%, HepG2 viability -3%, CCT chaperon mod -0.9 and Mm-Cpn inhibitor 1%.
`O=C(O)c1cnc(N2CCOCC2)nc1` gave pAkt inh inactive, Nrf2 activator 0.2%, TGFb SMAD3 inh inconclusive, Nrf2 block -5%, A549 viability 2%, Abeta rescue -10%, HepG2 viability -3%, CCT chaperon mod -2.3 and Mm-Cpn inhibitor 1%.
For NCC(O)COCCC12CC3CC(CC(C3)C1)C2 (stereo unspecified) the results were pAkt inh inactive, Nrf2 activator -0.4%, TGFb SMAD3 inh -9%, Nrf2 block -3%, A549 viability -8%, Abeta rescue 6%, HepG2 viability -2%, CCT chaperon mod -0.6 and Mm-Cpn inhibitor 1%.
Screening CC(C)CN(C(=O)CC1CCCC1)c1c(N)n(Cc2ccccc2)c(=O)[nH]c1=O returned pAkt inh inactive, Nrf2 activator 0.1%, TGFb SMAD3 inh 2%, Nrf2 block -2%, A549 viability -3%, Abeta rescue 4%, HepG2 viability -1%, CCT chaperon mod -0.7 and Mm-Cpn inhibitor 0%.
For CCOc1ccc(-n2nc(CO)c(C(=O)NCC(C)O)n2)cc1 (stereo unspecified) the results were Nrf2 activator 4.6%, TGFb SMAD3 inh 0%, Nrf2 block inconclusive, A549 viability -4%, Abeta rescue -8% and HepG2 viability 12%.
For Cn1ccnc1SCCC#N the results were pAkt inh inactive, Nrf2 activator 0.1%, TGFb SMAD3 inh inconclusive, Nrf2 block 2%, A549 viability -1%, Abeta rescue 9%, HepG2 viability -7%, CCT chaperon mod -8.8 and Mm-Cpn inhibitor -2%.
NNC(=O)c1csc(COc2cc(Cl)cc(Cl)c2)n1 was read as pAkt inh inactive, Nrf2 activator 2.3%, TGFb SMAD3 inh 22%, Nrf2 block 7%, A549 viability 9%, Abeta rescue -23%, HepG2 viability 36%, CCT chaperon mod 0.2 and Mm-Cpn inhibitor -2%.
For CCC(=O)N1CCc2cc(S(=O)(=O)NC(C(=O)NCc3ccccc3)C(C)C)ccc21 (stereo unspecified) the results were pAkt inh inactive, Nrf2 activator -0.2%, TGFb SMAD3 inh -10%, Nrf2 block -28%, A549 viability -3%, Abeta rescue 0%, HepG2 viability -2%, CCT chaperon mod -1.7 and Mm-Cpn inhibitor 1%.
For Cc1cccc(OCC(=O)NCC(=O)N/N=C/c2cccnc2)c1 the results were pAkt inh inactive, Nrf2 activator 3.0%, TGFb SMAD3 inh 2%, Nrf2 block -14%, A549 viability 0%, Abeta rescue 6%, HepG2 viability -32%, CCT chaperon mod 2.5 and Mm-Cpn inhibitor -1%.
CN(C)c1ccc(/C(=N\O)C(F)(F)F)cc1 was read as pAkt inh inactive, Nrf2 activator -0.5%, TGFb SMAD3 inh 1%, A549 viability 4%, Abeta rescue 20%, HepG2 viability -24%, CCT chaperon mod -2.5 and Mm-Cpn inhibitor 1%.
Screening CCC1(CC)C(=O)C2=C3C1[C@H](C(=O)OC)CC(C(=O)OC)C[C@H]3n1c(=O)n(-c3ccccc3)c(=O)n1[C@H]2C (stereo partly specified) returned pAkt inh inactive, Nrf2 activator 4.2%, TGFb SMAD3 inh -10%&-20%, Nrf2 block -21%&-13%, A549 viability -3%&-4%, Abeta rescue -6%, HepG2 viability -15%&-1% and CCT chaperon mod 0.2.
C[C@H](NC(=O)c1nc[nH]c1C(=O)NCc1ccc(CNC(=O)OC(C)(C)C)cc1)c1ccccc1 was read as pAkt inh inactive, Nrf2 activator -0.7%, TGFb SMAD3 inh inconclusive, Nrf2 block inconclusive, A549 viability -9%, Abeta rescue 5%, HepG2 viability -6%, CCT chaperon mod -0.2 and Mm-Cpn inhibitor -2%.
Screening Cc1noc(C)c1C(=O)Nc1cccc(S(=O)(=O)N2CCCCC2)c1 returned pAkt inh inactive, Nrf2 activator -0.4%, TGFb SMAD3 inh 5%, Nrf2 block -6%, A549 viability -4%, Abeta rescue 14%, HepG2 viability 1%, CCT chaperon mod -0.8 and Mm-Cpn inhibitor 2%.
Screening COc1ccccc1NC(=O)CC1COc2ccccc2O1 (stereo unspecified) returned pAkt inh inactive, Nrf2 activator -0.7%, TGFb SMAD3 inh 6%, Nrf2 block -9%, A549 viability 1%, Abeta rescue 22%, HepG2 viability 26%, CCT chaperon mod -6.1 and Mm-Cpn inhibitor -3%.
Screening CCCCNC(=O)[C@@H]1CC=C[C@@H]2CCN(C3CC3)C(=O)[C@@H]21 returned pAkt inh inactive, Nrf2 activator -0.8%, TGFb SMAD3 inh inconclusive, Nrf2 block 4%, A549 viability 0%, Abeta rescue 11%, HepG2 viability 3%&-29% and CCT chaperon mod 0.8.
For CCc1ccc(NC(=O)C(CC)c2ccccc2)cc1 (stereo unspecified) the results were pAkt inh inactive, Nrf2 activator -0.2%, TGFb SMAD3 inh 7%, Nrf2 block 9%, A549 viability 18%, Abeta rescue 0%, HepG2 viability -6%, CCT chaperon mod 2.0 and Mm-Cpn inhibitor -2%.
For Cc1c(C(=O)N2CCOCC2)c(S(=O)(=O)Nc2cccc(C#N)c2)c(C)n1C the results were pAkt inh inactive, Nrf2 activator -0.7%, TGFb SMAD3 inh 2%, Nrf2 block 13%, A549 viability 0%, Abeta rescue 3%, HepG2 viability -3%, CCT chaperon mod -2.3 and Mm-Cpn inhibitor 1%.
